# TLR4-MyD88 BLA: inhibitors of human TLR4-MyD88 binding; O00206+Q99836; HeLa CL3-4 TLR4/MyD88 BLA complementation, FRET ratio; inhibition, % at 8.4 µM; 0.18% of 200,000 active; AID 861; in the data active = inhibition above about 25%;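 also: 0% = vehicle and 100% = reference inhibitor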
# Target sequence (O00206 whole entry, looked up): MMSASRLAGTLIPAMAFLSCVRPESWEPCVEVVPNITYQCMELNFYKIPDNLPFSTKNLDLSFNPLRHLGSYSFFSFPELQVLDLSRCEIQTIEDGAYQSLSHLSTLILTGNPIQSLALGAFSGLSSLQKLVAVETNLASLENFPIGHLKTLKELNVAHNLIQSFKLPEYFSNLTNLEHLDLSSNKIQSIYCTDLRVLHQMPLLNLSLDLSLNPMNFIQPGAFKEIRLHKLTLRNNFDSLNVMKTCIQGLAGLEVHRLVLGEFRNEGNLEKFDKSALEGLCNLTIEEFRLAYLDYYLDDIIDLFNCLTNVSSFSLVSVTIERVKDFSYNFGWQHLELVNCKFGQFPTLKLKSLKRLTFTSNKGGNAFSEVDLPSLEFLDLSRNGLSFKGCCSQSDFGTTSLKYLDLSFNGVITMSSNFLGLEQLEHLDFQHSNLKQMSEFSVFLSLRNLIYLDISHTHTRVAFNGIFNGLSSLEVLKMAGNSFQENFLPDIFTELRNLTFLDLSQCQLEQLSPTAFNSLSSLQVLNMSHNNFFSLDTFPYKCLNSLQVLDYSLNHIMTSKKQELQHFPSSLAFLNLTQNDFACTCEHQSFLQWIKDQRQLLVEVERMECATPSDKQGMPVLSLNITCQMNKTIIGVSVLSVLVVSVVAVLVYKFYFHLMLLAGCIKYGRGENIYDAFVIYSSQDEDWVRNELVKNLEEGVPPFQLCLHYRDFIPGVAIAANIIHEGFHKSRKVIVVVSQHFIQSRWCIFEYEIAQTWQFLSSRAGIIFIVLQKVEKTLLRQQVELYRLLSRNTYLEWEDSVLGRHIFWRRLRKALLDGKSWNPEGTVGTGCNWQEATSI
# Target sequence (Q99836 whole entry, looked up): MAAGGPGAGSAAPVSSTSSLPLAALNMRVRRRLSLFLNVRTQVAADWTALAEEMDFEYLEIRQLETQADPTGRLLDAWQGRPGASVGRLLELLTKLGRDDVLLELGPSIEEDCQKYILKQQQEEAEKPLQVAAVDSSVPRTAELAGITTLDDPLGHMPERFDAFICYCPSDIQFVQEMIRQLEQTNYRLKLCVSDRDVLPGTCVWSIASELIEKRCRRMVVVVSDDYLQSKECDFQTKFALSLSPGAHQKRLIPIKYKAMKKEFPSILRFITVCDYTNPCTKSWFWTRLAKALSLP
# PMI act satM6P: PMI (human) activation, high substrate; activation factor at 20 µM; AID 1216; 0.34% of 190,000 active; coupled PMI enzyme assay, resazurin fluorescence, 20 min; active compounds read high; 1 = untreated enzyme, 0 = substrate-free blank;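 active = activation factor of 2 or more at 20 µM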
#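 Test system: human phosphomannose isomerase with PGI, G6PDH, diaphorase coupling enzymes; Amount: PMI at 15 ng/mL final; Reagent: Mannose-6-phosphate 1.0 mM (near-saturating) plus 0.22 mM NADP+; Timing: 20 min, room temperature; Technique: resorufin fluorescence at Ex 544/Em 590 nm; Dosing: 20 µM single dose.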
# RAM network inh: inhibitors of the yeast RAM network. inhibition, % at 50 µM. AID 868. 1.8% of 190,000 active. S. cerevisiae dse1pr::URA3 reporter, 5-FOA growth OD615, 2 d; analog-sensitive cbk1-as2 kinase mutant strain;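 active = inhibition above a set limit, 3 SD over mean compound inhibition, cut at about 8.4% in these data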;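 also: 0% = DMSO-only wells with no growth and 100% = 10 µM 1-NA-PP1 full growth; inhibition rescues growth on 5-FOA so higher OD means more RAM inhibition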
# L major viab: reduces viability of Leishmania major promastigotes. resazurin fluorescence viability. inhibition, % at 10 µM. 9% of 200,000 active;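 also: promastigotes grown with compound for 44 hours at 28 °C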
# G6PDH CS: counter-screen for G6PDH assay hits: L. mesenteroides G6PDH inhibition. Purified L. mesenteroides G6PDH, diaphorase/resazurin coupled fluorescence, 45 min. inhibition, % at 5 µM. 0.12% of 200,000 active
# DTT redox prof: compounds producing H2O2 with reducing agent – biochemical, NIH compound library profiling, artefact control for MLSCN library redox annotation, primary screen. AID 878. 0.03% of 200,000 active. activation, % at 10 µM. DTT-dependent redox cycling H2O2, phenol red/HRP absorbance; 100% = 100 µM peroxide control, 0% = buffer;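 active = activation of at least 50% relative to the plate's high and low controls in the primary single-dose screen; inactive = activation below 50%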;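 also: compound incubated with DTT at 0.8 mM final as the reducing agent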
# Hsp70 activator: switches on Hsp70 transcription; HeLa Hsp70 promoter luciferase reporter, luminescence; scaled: vehicle 0, proteasome-inhibitor control 100%; activation, % at 10 µM; 0.04% of 200,000 active;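 active = activation above the mean across all tested compounds plus 3 SD, cutoff set per campaign, cut at about 5.5% in these data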;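 also: 100% = MG132 at 30 µM as the positive control and 0% = DMSO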
# S1P3 antag: S1P3 (human) receptor antagonism; CHO S1P3 NFAT-BLA reporter, FRET fluorescence, antagonist mode; inhibition, % at 4.98 µM; AID 485; 0.27% of 170,000 active; Q99500;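 active = inhibition above the plate cutoff, the mean inhibition of test wells on that plate plus 3 SD, cut at about 28% in these data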;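 also: cells challenged with S1P at its EC80 of 0.8 µM; blue over green emission ratio from cleaved BLA substrate after 4 h stimulation; 0% = S1P-stimulated wells and 100% = unstimulated DMSO-only wells; some compounds past the cut are filed as inactive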
# Diaph inh CS: inhibits diaphorase or chemically oxidizes, flagging diaphorase assay artifacts | 0.69% of 190,000 active | inhibition, % at 20 µM | diaphorase resazurin-to-resorufin fluorescence, NADH, 16 min; bacterial (C. kluyveri) enzyme, not human;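 active = primary screen inhibition at 20 µM above a set limit, cut at about 50% in these data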;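 also: plate controls were DMSO with full reaction for no effect and wells lacking NADH for full effect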
#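 Benchmarks: positive control wells lacking NADH, neutral wells with DMSO only. System: bacterial diaphorase enzyme (C. kluyveri). Input: 0.14 U/mL diaphorase, enzyme working solution. Detection: resorufin fluorescence, excitation 544 nm, emission 590 nm. Times: 16-min room-temperature incubation before reading.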
# PMI activator: activators of human phosphomannose isomerase. P34949. purified human PMI, coupled resazurin fluorescence, 20 min; active compounds read high; 1 = vehicle control, 0 substrate-free wells. activation factor at 20 µM. 0.005% of 190,000 active. AID 1214;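 active = activation factor of 2 or more at 20 µM, relative to plate controls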
# Diaphorase act: activates diaphorase or chemically reduces, flagging diaphorase assay artifacts; Diaphorase/resazurin coupled assay, resorufin fluorescence, 16 min; active compounds read high; 1 = vehicle wells, 0 = NADH-free wells; activation factor at 20 µM; 0.005% of 190,000 active; AID 1229;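 active = diaphorase activity raised at least twofold by the compound at 20 µM; inactive = activation factor below 2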
#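 Test system: Clostridium kluyveri diaphorase, purified enzyme. Buffer or medium: 50 mM HEPES pH 7.4 buffer plus MgCl2 and Tween 20. Also added: 0.114 mM NADH and 0.1 mM resazurin, final amounts. Dosing: compound 20 µM once, DMSO 1%. Schedule: 16 min enzyme reaction, ambient temperature. Detection: fluorescence of resorufin, 544 nm excitation, 590 nm emission.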
# An asterisk follows results filed as active; / = no result given. Rule as the data show it, unless noted: active = inhibition above about 50%; inactive = the rest.
SMILES,TLR4-MyD88 BLA,PMI act satM6P,RAM network inh,L major viab,G6PDH CS,DTT redox prof,Hsp70 activator,S1P3 antag,Diaph inh CS,PMI activator,Diaphorase act
O=C(NCCCN1CCC(Cc2ccccc2)CC1)C1CCN(S(=O)(=O)N2CCOCC2)CC1,5,1.1,-0.5,-5,7,-5.5,-0.4,-50,5,1.1,1
CCOc1ccccc1NC1=CC(=O)CC(c2ccccc2)C1 (stereo unspecified),15,1,3.6,-5,3,3.0,0.0,/,-4,1,1
O=C(Cc1ccc([N+](=O)[O-])cc1)Nc1ccc(Cl)cc1,3,1,2.8,4,1,0.8,-0.2,9,16,1.2,0.8
CCCCc1ncc(CN2CCN(Cc3ccc(C)cc3)C(CCO)C2)[nH]1 (stereo unspecified),11,1,1.6,-3,6,-1.1,0.2,-10,-8,1,1.1
CN(C(=O)CSc1nnc(-c2n[nH]c3ccccc23)o1)c1ccccc1,6,0.9,0.2,4,-16,0.5,-0.2,4,18,0.9,0.8
CC(C)NS(=O)(=O)c1ccc(NC(=S)NC(=O)c2cccc([N+](=O)[O-])c2)cc1,13,1,3.0,44,0,-0.6,-0.1,4,18,0.9,0.8
CCc1nnc(NC(=O)c2c(C)nn(-c3ccccc3)c2Cl)s1,6,1.1,0.5,-1,11,-5.1,-0.3,/,3,1.1,1
COCC(C)NCc1ccc(OC)c(Br)c1 (stereo unspecified),-8,1,0.5,-2,9,-0.3,-0.1,-13,17,0.9,0.8
CC(C)C(NC(=O)OCc1ccccc1)C(=O)OCC(=O)NC1CC1 (stereo unspecified),-16,1,1.7,3,3,-2.6,-0.3,5,12,1,0.9
Nc1nc(NC(=O)c2ccccc2)nn1-c1ccccc1,-4,1.1,0.1,-3,0,0.6,-0.3,-2,7,1.1,0.9
C#CCOCCOCCOCCNc1nc(N2CCN(C(=O)[C@H](CCCCN)n3cc([C@@H](N)CO)nn3)CC2)nc(N2CCN(C(=O)[C@H](Cc3cc4ccccc4[nH]3)n3cc([C@@H](N)CC(C)C)nn3)CC2)n1,10,1.2,0.6,0,8,0.4,0.7,2,-70,1.2,1.7
CNC(=S)Nc1ccc(OC(F)(F)F)cc1,5,0.9,0.8,8,13,0.3,0.1,-10,0,1,1
CC1Cc2ccccc2N1CC(=O)NC(=O)NC(C)(C)C (stereo unspecified),-2,1,0.8,2,2,-0.5,-0.1,5,9,1,0.9
O=C1CCc2cc(S(=O)(=O)N3CCC(C(=O)NCCC4=CCCCC4)CC3)ccc2N1,5,1,3.8,-11,14,-1.8,-0.3,19,5,1.1,1
CC(=O)N1CCC2(CC1)C(C#N)=C(N)Oc1n[nH]c(C)c12,-10,0.9,-0.6,-6,-5,0.2,-0.3,/,19,1,0.8
O=S(=O)(c1cccc(Cl)c1Cl)N1CCN(C(=S)NCCCN2CCOCC2)CC1,1,1.1,-0.5,30,1,-0.2,-0.5,-12,13,1,0.9
CCC(=O)N1CCN(c2ccc(NC(=S)NC(=O)C(C)C)cc2)CC1,-6,0.9,1.1,-5,0,-0.2,-0.1,0,10,0.9,0.9
O=C1c2ccncc2C(=O)N1CNc1ccc(Cl)cc1,9,1,2.3,-6,1,-0.6,-0.2,-4,3,1.1,1
O=C(c1ccc(F)cc1)N1CCC(N2CCOCC2)CC1,12,1,0.1,17,11,3.3,-0.2,/,12,1,0.9
CCCNC(=O)c1cc2ccccc2c(=O)o1,14,0.7,-0.4,-3,3,-0.1,-0.1,-7,15,0.9,0.9

# Single records (already shown).
# Entry for O=C1c2ccncc2C(=O)N1CNc1ccc(Cl)cc1 : TLR4-MyD88 BLA: 9; PMI act satM6P: 1; RAM network inh: 2.3; L major viab: -6; G6PDH CS: 1; DTT redox prof: -0.6; Hsp70 activator: -0.2; S1P3 antag: -4; Diaph inh CS: 3; PMI activator: 1.1; Diaphorase act: 1
# Entry for O=C(c1ccc(F)cc1)N1CCC(N2CCOCC2)CC1 : TLR4-MyD88 BLA: 12; PMI act satM6P: 1; RAM network inh: 0.1; L major viab: 17; G6PDH CS: 11; DTT redox prof: 3.3; Hsp70 activator: -0.2; S1P3 antag: /; Diaph inh CS: 12; PMI activator: 1; Diaphorase act: 0.9
# Entry for CC1Cc2ccccc2N1CC(=O)NC(=O)NC(C)(C)C (stereo unspecified) : TLR4-MyD88 BLA: -2; PMI act satM6P: 1; RAM network inh: 0.8; L major viab: 2; G6PDH CS: 2; DTT redox prof: -0.5; Hsp70 activator: -0.1; S1P3 antag: 5; Diaph inh CS: 9; PMI activator: 1; Diaphorase act: 0.9

# (listing goes on)
SMILES,TLR4-MyD88 BLA,PMI act satM6P,RAM network inh,L major viab,G6PDH CS,DTT redox prof,Hsp70 activator,S1P3 antag,Diaph inh CS,PMI activator,Diaphorase act
COc1ccc(NC(C)=O)c(C)c1,-13,1.1,1.5,-2,7,-0.4,0.5,-12,-2,1.2,1
COc1ccc(-c2cn3c(C)c(C(=O)Nc4cccc(C)n4)sc3n2)cc1,-7,2*,2.1,96*,-1,0.3,-0.4,27,1,1.7,1
COc1cc(CNCCc2ccccc2)ccc1OCC(=O)NC(C)(C)C,-3,1,-0.7,99*,14,-6.0,-0.2,/,-8,1,1.1
Cc1ccc(CC(=O)NC2CCSC2=O)cc1 (stereo unspecified),-5,1.1,2.7,-14,5,-0.2,0.1,-5,-11,1,1.1
O=C(O)CCCCCn1c(SCC(=O)N2CCCC2)nc2ccsc2c1=O,5,1,3.0,6,8,-9.1,-0.1,/,8,0.9,0.9
CC(=O)Nc1ccc(N/C=C/C(=O)c2ccco2)cc1,-4,0.9,-0.8,-7,1,2.6,0.4,-2,10,0.9,0.9
COc1ccc(C2=NOC(C(=O)Nc3c(C)n(C)n(-c4ccccc4)c3=O)C2)cc1OC (stereo unspecified),17,1.1,-0.7,-5,5,-1.2,-0.1,-1,15,1,0.8
Cn1c(=O)c2c(nc(CN3CCN(C(=O)c4ccco4)CC3)n2CCCc2ccccc2)n(C)c1=O,8,1,1.0,10,8,0.1,-0.1,-19,23,0.9,0.8
CC(C)(C)NC(=O)NC(=O)CSc1ncc(C(F)(F)F)cc1Cl,-15,1.1,1.6,2,11,0.0,-0.5,/,17,1,0.8
CSc1nnnn1-c1ccc(Cl)cc1,0,1.1,2.2,-2,19,-0.5,-0.3,-22,-16,1.1,1.2
COC(=O)c1ccc(C)c(NS(=O)(=O)c2ccc(OC)cc2)c1,10,1,-1.1,13,-2,0.0,0.5,/,3,1,1
CC1(CCc2ccccc2)NC(=O)N(Cc2nnc(-c3ccccc3Br)o2)C1=O (stereo unspecified),7,1,2.5,20,13,-0.5,-0.2,2,4,1,1
Cc1[nH]c2ccccc2c1C(=O)C(=O)NCCc1ccc(S(N)(=O)=O)cc1,-6,1.1,-0.4,32,4,0.0,0.0,-8,10,1.1,0.9
COC(=O)c1nnc(-c2ccccc2)nc1OC,-3,1,1.1,-7,0,-0.4,0.1,/,-6,1,1.1
Cc1cccc(NCc2nc(SCC(N)=O)n[nH]2)c1,-2,0.8,0.8,-2,8,0.7,0.0,-27,16,0.9,0.8
C=CCNC(=O)c1c(Cl)nc(C)c([N+](=O)[O-])c1C,16,0.9,-0.4,-5,-9,-0.4,0.0,-24,13,0.9,0.9
CCCn1c(=O)c(C(=O)Nc2ccccc2)c(O)c2ccccc21,-9,1.1,8.2,-7,4,0.9,-0.1,/,11,1.1,0.9
CCN(CC)S(=O)(=O)c1ccc(NC(=O)COC(=O)CNS(=O)(=O)/C=C/c2ccccc2)cc1,-11,1.1,8.4*,-4,15,0.0,0.0,-9,0,0.9,1
COc1ccc(/C=C/C(=O)NCc2cccnc2)cc1,-4,1.1,1.6,-2,0,-0.4,-0.1,5,-6,1,1.1
CC(C)(C)N(NC(=O)Nc1ccc(Cl)cc1)C(=O)c1ccccc1,-1,1.1,2.1,4,2,-2.3,-0.1,/,11,1,0.9
COC(=O)N/N=C/c1ccc(-c2ccc(Cl)c(Cl)c2)o1,-1,0.9,1.7,-1,-5,0.1,-0.4,-6,11,0.8,0.9
Cc1[nH]c2ccccc2c1CCNC(=O)c1c(N)no[n+]1[O-],1,0.8,-0.3,13,-6,0.2,-0.1,-6,12,1,0.9
O=C(CCc1ccccc1)N/N=C/c1cccc(O)c1,3,0.9,2.1,-6,8,7.3,0.0,-11,17,0.9,0.8
Cc1ccc(S(=O)(=O)c2c(N)n(CCN3CCOCC3)c3nc4ccccc4nc23)cc1C,8,1,11*,-3,-2,-0.3,-0.2,-9,2,1.1,1
COc1ccc(CNc2ccc(S(N)(=O)=O)cc2)cc1,-14,1,1.7,-5,16,0.2,-0.2,-3,29,1,0.7
CCc1nnc(NC(=O)C2CCN(S(=O)(=O)c3ccc(C)cc3)CC2)s1,-14,1,5.8,6,13,-1.6,-0.4,-28,11,1,0.9
O=C(OC1CCOC1=O)c1ccc(N2CCCC2)c([N+](=O)[O-])c1 (stereo unspecified),-1,0.8,-0.1,-9,0,-0.3,-0.4,-9,15,0.9,0.8
CCCC(c1nnnn1CCC(C)C)N1CCC(C(N)=O)CC1 (stereo unspecified),-5,1.1,3.7,-3,6,-0.1,-0.2,12,-16,1.1,1.2
COc1ccc(C(CNC(=S)NCc2ccccc2)N2CCCC2)cc1 (stereo unspecified),1,1,3.1,12,-1,-0.1,-0.1,6,2,1.1,1
CCC(=O)N1CCc2cc(S(=O)(=O)NCCCOC)ccc21,6,0.9,1.2,-4,14,-0.6,0.5,/,13,0.9,0.9
CSCCC(NC(=O)c1cc([N+](=O)[O-])ccc1Cl)C(=O)O (stereo unspecified),-4,1,1.8,-4,-7,0.5,-0.3,-12,12,1,0.9

# Compounds above that contain a CF3 group, in the order listed:
SMILES,TLR4-MyD88 BLA,PMI act satM6P,RAM network inh,L major viab,G6PDH CS,DTT redox prof,Hsp70 activator,S1P3 antag,Diaph inh CS,PMI activator,Diaphorase act
CNC(=S)Nc1ccc(OC(F)(F)F)cc1,5,0.9,0.8,8,13,0.3,0.1,-10,0,1,1
CC(C)(C)NC(=O)NC(=O)CSc1ncc(C(F)(F)F)cc1Cl,-15,1.1,1.6,2,11,0.0,-0.5,/,17,1,0.8
